Screening results deposited in PubChem by National Center for Advancing Translational Sciences (NCATS).
DT40 TDP1 no CPT – qHTS for Inhibitors of human tyrosyl-DNA phosphodiesterase 1 (TDP1): qHTS in cells in absence of CPT | AID 686978, 2013 | actives 15% (n = 420,000) | DT40 Tdp1-/- hTDP1 cells, no CPT, ATP luminescence, 48 h | Potency, µM (doses to about 46.2 µM), for the others: top-dose activity change, negative = growth inhibition, hits mostly inhibitors; note: nearly all actives have a fitted effect of over 55% in size
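Cells were dispensed at 400 per well, compounds added by pin tool, plates incubated ≥48 hr at 37 °C, then CellTiter-Glo added for 30 min at room temperature before luminescence reading. Line: DT40 Tdp1-/- complemented with hTDP1; camptothecin omitted.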
TDP1 cell CPT – qHTS for Inhibitors of human tyrosyl-DNA phosphodiesterase 1 (TDP1): qHTS in cells in presence of CPT; chicken DT40 Tdp1-/-;hTDP1 cells + 20 nM CPT, ATP luminescence, 48 h; Potency, µM (titrated, usually from 46.2 µM), for inactives: at the top dose activity change, negative = growth inhibition, most hits filed as inhibitors; actives 12% (n = 420,000); AID 686979, 2013; note: nearly all actives have a fitted effect of over 55% in size
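Cell growth measured by CellTiter-Glo luminescence after a minimum 48 h, 37 C compound exposure with 20 nM CPT in Tdp1-knockout DT40 cells stably expressing hTDP1, seeded 400/well; qHTS titration format.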
TDP1 block – qHTS Assay for Inhibitors of Tyrosyl-DNA Phosphodiesterase (TDP1); recombinant TDP1, AlphaScreen DNA substrate cleavage; Potency, µM (series often up to 130 µM), inactives show top-dose activity change, negative = inhibition, usual class: inhibitors; actives 0.28% (n = 350,000); AID 485290, 2010; note: nearly all actives have a fitted effect of over 40% in size
Target sequence (Q9NUW8 whole entry, looked up): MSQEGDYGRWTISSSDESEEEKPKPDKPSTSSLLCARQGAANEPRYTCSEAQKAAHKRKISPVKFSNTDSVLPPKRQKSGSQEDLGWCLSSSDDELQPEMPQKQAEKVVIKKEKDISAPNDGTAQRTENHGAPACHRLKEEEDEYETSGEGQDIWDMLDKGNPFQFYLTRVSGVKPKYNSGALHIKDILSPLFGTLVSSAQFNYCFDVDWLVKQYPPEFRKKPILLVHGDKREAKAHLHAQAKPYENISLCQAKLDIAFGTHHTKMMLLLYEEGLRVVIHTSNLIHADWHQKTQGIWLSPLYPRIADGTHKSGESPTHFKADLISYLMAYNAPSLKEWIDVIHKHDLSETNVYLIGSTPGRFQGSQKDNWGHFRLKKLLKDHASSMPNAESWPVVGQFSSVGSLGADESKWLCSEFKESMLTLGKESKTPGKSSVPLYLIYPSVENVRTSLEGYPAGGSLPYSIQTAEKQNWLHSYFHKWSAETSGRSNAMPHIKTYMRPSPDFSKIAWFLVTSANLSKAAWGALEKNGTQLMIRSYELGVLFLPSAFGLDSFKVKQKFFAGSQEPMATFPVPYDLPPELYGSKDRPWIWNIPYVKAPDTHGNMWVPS
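Signal: AlphaScreen proximity between streptavidin donor and anti-FITC acceptor beads on intact substrate. Reaction: Tdp1 1 nM, substrate 15 nM final, 5 min RT after 15 min compound preincubation.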
An asterisk follows results filed as active; ? = inconclusive; . = not tested or not shown; & = joins results of further samples; [ ] = remark or other dose. Calls come from the whole dose curve; as a rule, active = well fitted curve in the direction sought with a large enough effect; inconclusive = small, poorly fitted or top-dose-only effect, or another doubt; inactive = no such curve, though single readings can be large; an effect the other way counts as inactive or inconclusive. % is set by controls: 0 for no effect and ±100 for the full control effect; potency is the fitted concentration of half-maximal effect.

[1] O=C(/C=C/c1ccco1)Nc1ccc(-c2nc3ccccc3[nH]2)cc1
[2] CC(C(=O)Nc1ncc([N+](=O)[O-])s1)N1C(=O)c2ccccc2S1(=O)=O (configuration not stated)
[3] CC(C)(C)NC(=O)C(c1ccco1)N(C(=O)Cn1nnc(-c2ccc(F)cc2)n1)c1cccc(F)c1 (configuration not stated)
[4] CCOC(=O)c1c(C)c(C(=O)NCCN2CCOCC2)c(C)n1CC
[5] CCN(CC)C(=O)c1sc2c(c1C)c(=O)n(CCc1ccccc1)c(=O)n2Cc1cc(C)ccc1C
[6] CCN1CC(CN(C)Cc2nc(-c3ccc(OC)c4ccccc34)oc2C)CC1=O (configuration not stated)
[7] COC(=O)C(=O)C1CCc2c(Cl)cc(OC)c(OC)c2C1=O (configuration not stated)
[8] CNC(=O)COC(=O)c1ccc(NC(=O)CC#N)cc1

assay / compound	1	2	3	4	5	6	7	8
DT40 TDP1 no CPT	?	2%	21µM*	0%	2%	?	7%	-6%
TDP1 cell CPT	-1%	20%	?	18%	-1%	?	5%	7%
TDP1 block	?	.	5%[56.1 µM]	3%	2%	1%	.	4%

[9] COc1ccccc1OCc1nnc(SCC(=O)Nc2nnc(C3CC3)s2)n1C
[10] N/C(=N\OC(=O)COc1ccc(Cl)cc1Cl)c1cccnc1
[11] Nc1ccc(C(=O)N/N=C/c2sc(N3CCOCC3)nc2-c2ccccc2)cc1
[12] O=C1CCc2cc(S(=O)(=O)NC(C(=O)Nc3ccc(F)cc3)c3ccccc3)ccc2N1 (configuration not stated)
[13] CCC(=O)Nc1ccccc1-c1nc2ccccc2[nH]c1=O
[14] Oc1ccc(NCc2cccc(OCc3ccccc3)c2)cc1
[15] CC(C(=O)N1c2ccccc2Sc2ccccc21)n1nnc(-c2cccs2)n1 (configuration not stated)
[16] COc1ccc(C2=NN(C(=O)c3ccccc3)C(c3ccc(OC)c(OC)c3)C2)c(O)c1 (configuration not stated)

assay / compound	9	10	11	12	13	14	15	16
DT40 TDP1 no CPT	?	?	?	-8%	-2%	21µM*	-1%	-21%
TDP1 cell CPT	-24%	7%	?	?	0%	15µM*	-9%	23%
TDP1 block	-11%	3%	6%	2%	2%	8%	7%	.

[17] C#CCN(C[C@H]1[C@H](OC(=O)NCc2ccco2)[C@H](OC(=O)NCc2ccco2)C[C@@H](C(=O)OC)[C@H]1C(=O)OC)S(=O)(=O)c1ccc(C)cc1
[18] Cc1c(Cl)cccc1N(CC(=O)NC(C)c1ccccc1)S(C)(=O)=O (configuration not stated)
[19] CCOc1cccc(CC(=O)N2CCc3c([nH]c4ccccc34)C2c2ccc(SC)cc2)c1OCC (configuration not stated)
[20] CCC1CCCCN1C(=S)Nc1cccc(S(=O)(=O)N(C)C)c1 (configuration not stated)
[21] O=C(NC1CCCCCC1)c1c(O)nc2sccn2c1=O
[22] Nc1cc(C(=O)O)ccc1Sc1ccccc1C(=O)O
[23] O=c1c2ccccc2nnn1-c1ccccc1
[24] CCCC(=O)N1CCc2cc(OC)c(OC)cc2C1COc1ccc2c(C)cc(=O)oc2c1 (configuration not stated)

assay / compound	17	18	19	20	21	22	23	24
DT40 TDP1 no CPT	?	-16%	?	?	15µM*	?	-21%	13µM*
TDP1 cell CPT	21µM*	14%	-26%	-29%	16µM*	-3%	-1%	?
TDP1 block	.	3%	6%	2%	.	45µM*	.	9%

[25] COc1ccccc1NC(=O)NNC(=O)CN1C(=O)COc2ccccc21
[26] CC1(C)CC(=O)C=C(NNC(=O)OC(C)(C)C)C1
[27] CC(C)C(OC(=O)c1cc2sccc2n1C)C(=O)NCC1CCCO1 (configuration not stated)
[28] O=C(N/C(=C/c1ccco1)C(=O)N1CCOCC1)c1cccs1
[29] COc1ccc(-n2c(=O)cc(N3CC(C)OC(C)C3)[nH]c2=O)cc1 (configuration not stated)
[30] CSc1cccc(NC(=O)C2C3C=CC4(O3)C2C(=O)N(CCCN2CCOCC2)C4C(=O)NC2CCCCC2)c1 (configuration not stated)
[31] CN1C[C@@H]2[C@@H]3C(=O)N(C)C(=O)[C@@H]3[C@](C)(C1=O)N2C(=O)c1ccc(Br)cc1
[32] Cc1ccc(Cl)cc1N1CCN(S(=O)(=O)c2cc3c(cc2C)NC(=O)CO3)CC1

assay / compound	25	26	27	28	29	30	31	32
DT40 TDP1 no CPT	-16%	6%	?	13%	-29%	4%	4%	?
TDP1 cell CPT	14%	-5%	-13%	-3%	-10%	1%	-14%	?
TDP1 block	2%	1%	6%	3%	0%	5%	.	.

[33] CCc1nnc(NC(=O)CSc2nccn2-c2cccc(C)c2)s1
[34] O=C(C1CCC(=O)N(C2CCCC2)C1)N1CCN(c2ccccc2Cl)CC1 (configuration not stated)
[35] OCCCNc1ncnc2sc3c(c12)CCN(Cc1ccccc1)C3
[36] CCNC(=S)N/N=C(\C)c1ccc(Cl)s1
[37] CCCc1nnc(SCC(=O)N2CCOCC2)n1C
[38] NC(=O)CSc1nc2sc(-c3ccccc3)cc2c(=O)n1N
[39] COc1ccc2c(c1)C(NS(=O)(=O)OCC(Cl)(Cl)Cl)CCC2 (configuration not stated)
[40] Cn1nccc1C(=O)NC1CCN(Cc2ccccc2)CC1

assay / compound	33	34	35	36	37	38	39	40
DT40 TDP1 no CPT	-13%	5%	18µM*	4.1µM*	1%	?	?	1%
TDP1 cell CPT	-21%	-22%	?	4.1µM*	9%	?	-25%	14%
TDP1 block	4%	-1%	.	8%	0%	-8%	.	1%

Full records as entered above. Order of values: DT40 TDP1 no CPT	TDP1 cell CPT	TDP1 block
OCCCNc1ncnc2sc3c(c12)CCN(Cc1ccccc1)C3 is entered as 18µM*	?	.
COc1ccc2c(c1)C(NS(=O)(=O)OCC(Cl)(Cl)Cl)CCC2 (configuration not stated) is entered as ?	-25%	.

Continued.
[41] CCc1c(C)sc(NC(=S)Nc2cccnc2)c1C(=O)OC
[42] Cc1ccc2c(c1)S/C(=C/c1ccc[n+](C)c1)N2CCO
[43] Cc1ccc(N2CC(C(=O)N3CCC4(CC3)CC(=O)c3ccccc3O4)CC2=O)cc1 (configuration not stated)
[44] CN(C)S(=O)(=O)Nc1ccc(Cc2ccncc2)cc1
[45] CCCNC(=O)CCNS(=O)(=O)c1ccc2c(c1)c(=O)n(C)c(=O)n2C
[46] C1CCN2C[C@@H]3C[C@@H](CN4CCCC[C@@H]34)[C@H]2C1
[47] CCOC(=O)CNC(=O)N1CCCC(CCC(=O)NCc2ccc(F)c(F)c2)C1 (configuration not stated)
[48] COc1ccccc1NC(=S)NCCc1ccc(OC)c(OC)c1

assay / compound	41	42	43	44	45	46	47	48
DT40 TDP1 no CPT	-21%	2.6µM*	23µM*	-28%	-3%	3%	2%	-21%
TDP1 cell CPT	11%	3.3µM*	?	-13%	-18%	5%	4%	-6%
TDP1 block	6%	5%	1%	.	1%	13%[56.1 µM]	-3%	.

[49] O=C(O)CSc1ncnc2c1sc1nc(-c3ccccc3)c3c(c12)CCC3
[50] O=C(NCc1ccco1)C1(S(=O)(=O)c2ccccc2)CC=CC1
[51] O=C(CN1CCSCC1)N/N=C/c1cccc(Cl)c1
[52] Cc1cc(C)n2nc(-c3ccc(Cl)cc3)cc2n1
[53] CC(=O)C1=C(O)C(=O)N(c2cc(C(C)(C)C)on2)C1c1ccc(Br)cc1 (configuration not stated)
[54] COc1ccc(C2c3cc4c(cc3OC(N3CCOCC3)C2C)OCO4)c(OC)c1 (configuration not stated)
[55] COc1ccc(C(=O)Nc2ccc(Br)cn2)cc1S(=O)(=O)N1CCOCC1
[56] COC(=O)c1ccccc1NC(=O)C1CC(=O)N(C2CCCCC2)C1 (configuration not stated)

assay / compound	49	50	51	52	53	54	55	56
DT40 TDP1 no CPT	?	-15%	-15%	?	?	4.1µM*	-6%	-6%
TDP1 cell CPT	-24%	?	-18%	?	?	5.2µM*	-6%	-18%
TDP1 block	5%	.	-2%	.	3%	.	1%	5%

[57] CCCOc1ccc(NC(=O)CC2Nc3ccccc3NC2=O)cc1 (configuration not stated)
[58] COCCN1C[C@@H](CO)O[C@@H](n2cnc3c(NCc4ccncc4)ncnc32)C1
[59] CCN(CC)C(=O)C1CCN(S(=O)(=O)c2c(C)noc2/C=C/c2cccc(C)c2)CC1
[60] O=[N+]([O-])c1cc(S(=O)(=O)Nc2cccc(C(F)(F)F)c2)ccc1-n1nnc2ccccc21
[61] S=C(NCc1ccc(Cl)cc1)NC1CCCCC1
[62] Cc1ccn(C(=O)c2ccc(NC(=O)CC(C)C)cc2)n1
[63] O=C(N/N=C/c1cccnc1)c1ccc(S(=O)(=O)N2CCCCCC2)cc1
[64] CCOC(=O)c1cc(-c2ccccc2)sc1NC(=S)Nc1cc(C)ccn1

assay / compound	57	58	59	60	61	62	63	64
DT40 TDP1 no CPT	?	-12%	?	?	?	3%	0%	10µM*
TDP1 cell CPT	-11%	?	?	-22%	-21%	?	-11%	?
TDP1 block	6%	.	.	9%	6%	0%	-4%	2%

Random excerpt: three records from the list.
[57] CCCOc1ccc(NC(=O)CC2Nc3ccccc3NC2=O)cc1 (configuration not stated)
[58] COCCN1C[C@@H](CO)O[C@@H](n2cnc3c(NCc4ccncc4)ncnc32)C1
[64] CCOC(=O)c1cc(-c2ccccc2)sc1NC(=S)Nc1cc(C)ccn1

assay / compound	57	58	64
DT40 TDP1 no CPT	?	-12%	10µM*
TDP1 cell CPT	-11%	?	?
TDP1 block	6%	.	2%

Later entries
[65] COC(=O)c1sc(S(=O)(=O)N2CCC(C)CC2)c(C(=O)OC)c1C
[66] CN(C)CCSc1nc(-c2ccccc2)nc2c1CCCC2
[67] C/C(=N\NC(=O)CSCc1ccc(Cl)cc1)c1ccc(NC(=O)c2ccccc2)cc1
[68] COc1ccc(-n2c(CN3CCN(c4ccccc4)CC3)nc3ccc([N+](=O)[O-])cc3c2=O)c(OC)c1
[69] CCCCOc1ccc(C(=O)N(C)CC(=O)Nc2ccc(C)cc2)cc1
[70] C#CCSc1nc(-c2ccccc2)cc(C(F)(F)F)c1C#N
[71] CCOc1ccc(-c2nn[nH]n2)cc1OCC
[72] O=C(c1cc([N+](=O)[O-])ccc1Cl)N1c2ccccc2Sc2ccccc21

assay / compound	65	66	67	68	69	70	71	72
DT40 TDP1 no CPT	-16%	16µM*	-15%	-29%	8%	-22%	3%	15µM*
TDP1 cell CPT	-9%	12µM*	-23%	-7%	-24%	3%	0%	?
TDP1 block	-3%	1%	-3%	.	.	-3%	-2%	8%

[73] CCN1CCN(C(c2ccccc2)c2nnnn2C(C)(C)C)CC1 (configuration not stated)
[74] O=C(O)c1cccc2c(/C=N/Nc3ccccn3)c[nH]c12
[75] CSc1nc2sc3c(c2c(=O)n1-c1ccccc1C)CCCC3
[76] CN(CC(=O)Nc1ccccc1Cl)C(=O)COC(=O)c1nc(Cl)c(Cl)c(Cl)c1Cl
[77] O=C(Nc1ccc(O)c(C(=O)O)c1)c1ccc2c(c1)C(=O)N(CC1CCCO1)C2=O (configuration not stated)
[78] COc1cc(NC(=O)Cn2cnc3sc(C)c(S(=O)(=O)N4CCN(C)CC4)c3c2=O)cc(OC)c1OC
[79] CCOC(=O)N1CCN(c2c(NCCc3ccc(OCC)c(OCC)c3)c(=O)c2=O)CC1
[80] CCOC(=O)/C=C/C(=O)OCC(=O)Nc1cccc(Cl)c1Cl
[81] Cc1ccc(NC(=O)CSc2nc3ccccc3c3nc(CCc4c(C)n[nH]c4C)nn23)cc1F
[82] COCCNc1nc(NCCCN2CCCC2=O)c2sccc2n1

assay / compound	73	74	75	76	77	78	79	80	81	82
DT40 TDP1 no CPT	2%	-7%	16µM*	?	0%	1%	-17%	?	6.5µM*	-6%
TDP1 cell CPT	-4%	8%	23µM*	?	-4%	0%	-16%	-18%	7.3µM*	-3%
TDP1 block	.	1%	4%	2%	-2%	-5%&-3%	3%	3%	79µM*	.
